Bioassay records deposited in PubChem BioAssay by National Center for Advancing Translational Sciences (NCATS).
Tau fluor counter – Counterscreen qHTS for Inhibitors of Tau Fibril Formation, Fluorescence Polarization. tau K18 P301L (four-repeat tau fragment) Alexa594 fluorescence, heparin fibrillization. Potency, µM (highest dose often 57.7 µM), for the others: top-dose activity change, negative = decrease. actives 0.93% (n = 280,000). AID 1463, 2008; note: % is set by controls: 0 for no effect and ±100 for the full control effect; nearly all actives have a fitted effect of over 55% in size
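Human K18 P301L tau (15 uM unlabeled plus 0.24 uM Alexa 594-labeled, final) in 100 mM sodium acetate pH 7 was mixed with compound and 20 uM heparin and incubated 6 hr at 37 C.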
GAA glycogen mod – qHTS Assay for Inhibitors and Activators of Human alpha-Glucosidase Cleavage of Glycogen; Potency, µM (highest dose often 76.4 µM), for the others: at the top dose activity change, negative = inhibition, usual class: inhibitors; actives 0.38% (n = 300,000); recombinant GAA, glycogen substrate, Amplex Red glucose oxidase fluorescence; Lysosomal alpha-glucosidase (Homo sapiens), P10253;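 note: 0% = full enzyme reaction and -100% = no-enzyme basal signal; the screen sought inhibitors and activators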
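Recombinant human enzyme (4 nM); glycogen substrate; 37 C, 40 min, pH 5.0. Readout: coupled glucose oxidase/Amplex Red fluorescence.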
aGlu spleen mod – qHTS Assay for Inhibitors and Activators of Human alpha-Glucosidase From Spleen Homogenate | human spleen homogenate, 4-MU-alpha-glucoside fluorescence | actives 0.006% (n = 240,000) | Potency, µM (series often up to 79.9 µM), without a hit: at the top dose activity change, negative = inhibition, actives largely listed as inhibitors | Lysosomal alpha-glucosidase (Homo sapiens), P10253;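 note: 0% = enzyme with vehicle and -100% = no enzyme basal signal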
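Enzyme source: human spleen homogenate, 1 ug/well. Buffer 50 mM citric acid/K phosphate pH 5.0, 0.01% Tween-20. 4-MU-alpha-glucoside 1 mM; 37 C x 40 min; NaOH/glycine stop; fluorescence.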
NPSR antag – qHTS Assay for Antagonists of the Neuropeptide S Receptor: cAMP Signal Transduction; Q6W5P4; CHO-NPSR cells, cAMP TR-FRET, antagonist mode; Potency, µM (top dose mostly 38.3 µM), inactives show top-dose activity change, negative = inhibition, usual class: inhibitors; actives 1% (n = 220,000); note: % is set by controls: 0 for no effect and ±100 for the full control effect; nearly all actives have a fitted effect of over 50% in size; many of its hits are not listed in these tables
Target sequence (Q6W5P4 whole entry, looked up): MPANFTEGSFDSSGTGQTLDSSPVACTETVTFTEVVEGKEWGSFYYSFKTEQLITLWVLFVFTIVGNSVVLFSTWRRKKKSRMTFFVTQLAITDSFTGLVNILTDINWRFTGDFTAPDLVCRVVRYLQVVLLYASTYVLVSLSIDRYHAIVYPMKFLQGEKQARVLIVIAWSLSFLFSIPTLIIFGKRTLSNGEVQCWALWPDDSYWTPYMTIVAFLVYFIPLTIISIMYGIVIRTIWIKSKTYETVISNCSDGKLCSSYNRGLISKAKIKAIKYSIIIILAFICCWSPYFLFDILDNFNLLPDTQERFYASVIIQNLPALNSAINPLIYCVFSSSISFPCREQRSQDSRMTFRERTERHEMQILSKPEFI
aGal spleen mod – qHTS Assay for Inhibitors and Activators of Human alpha-Galactosidase From Spleen Homogenate; Potency, µM (series often up to 80 µM), without a hit: at the top dose activity change, negative = inhibition, hits mostly inhibitors; human spleen homogenate, 4MU-alpha-Gal fluorescence, 40 min; Alpha-galactosidase A (Homo sapiens), P06280; actives 0.008% (n = 240,000);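 note: 0% = enzyme with vehicle and -100% = no enzyme basal signal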
Target sequence (P06280 32-429 limits assumed): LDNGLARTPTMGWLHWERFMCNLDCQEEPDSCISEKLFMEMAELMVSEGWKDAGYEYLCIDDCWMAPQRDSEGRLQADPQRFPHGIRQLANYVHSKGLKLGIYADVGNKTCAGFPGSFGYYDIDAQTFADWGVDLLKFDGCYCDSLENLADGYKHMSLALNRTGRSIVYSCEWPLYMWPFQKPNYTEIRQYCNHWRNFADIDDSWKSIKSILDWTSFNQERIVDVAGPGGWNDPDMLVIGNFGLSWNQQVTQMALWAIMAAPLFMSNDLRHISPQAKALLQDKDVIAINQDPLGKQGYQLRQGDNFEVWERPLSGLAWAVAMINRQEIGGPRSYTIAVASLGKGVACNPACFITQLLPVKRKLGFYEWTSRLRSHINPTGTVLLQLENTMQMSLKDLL
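Human spleen homogenate (1 ug) was the enzyme source, with 4-methylumbelliferyl-alpha-D-galactopyranoside (1 mM final) in pH 5.0 citrate buffer with 0.01% Tween-20. Compounds were titrated; after 40 min at 37C, NaOH/glycine stop, 4-MU fluorescence read; AC50 from Hill fits.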
ALDH1A1 inh – qHTS Assay for Inhibitors of Aldehyde Dehydrogenase 1 (ALDH1A1) | Aldehyde dehydrogenase 1A1 (Homo sapiens), P00352 | Purified ALDH1A1, NADH fluorescence, propionaldehyde substrate | Potency, µM (highest dose often 75.3 µM), without a hit: at the highest dose activity, negative = inhibition, most hits filed as inhibitors | actives 7.3% (n = 220,000); active = well fitted inhibition curve with a large enough effect, not every such curve was filed as active; inconclusive = small, poorly fitted or top-dose-only effect, or another doubt; inactive = no such curve, though single readings can be large or run the other way;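 note: plate controls were no enzyme wells and a reference inhibitor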
GAA inh – qHTS Assay for Inhibitors of Human alpha-Glucosidase as a Potential Chaperone Treatment of Pompe Disease; Lysosomal alpha-glucosidase (Homo sapiens), P10253; purified human GAA, 4-MU-alpha-glucoside fluorescence; actives 0.005% (n = 200,000); Potency, µM (series often up to 76.9 µM), without a hit: at the top dose activity change, negative = inhibition, hits mostly inhibitors;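 note: plate controls were uninhibited enzyme wells for no effect and no-enzyme background for full effect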
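qHTS format, compound range up to 77 uM. Human lysosomal enzyme at 4 nM, 400 uM 4-MU glucoside substrate, pH 5.0, 20 min room temperature; fluorescence after alkaline stop gives activity normalized to controls.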
Epigenetic derep – Quantitative High-Throughput Screen for Regulators of Epigenetic Control; actives 0.2% (n = 280,000); murine LDR cells, GFP reporter derepression, 30 h; Potency, µM (doses to about 53.9 µM), for the others: top-dose GFP activation, usual class: activators; note: % of control where 0% means no effect; nearly all actives have a fitted effect of over 60% in size
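Reporter derepression read as number of fluorescent GFP-positive objects, 20-120 um in size, counted by laser-scanning cytometer. Mouse LDR line with an epigenetically silenced CMV-GFP locus; compound incubation 30 h, 37 C.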
The depositor's hits bear a star; ? = inconclusive; . = not tested or not shown; & = joins results of further samples; [ ] = another dose, or the depositor's remark. Unless noted, calls come from the whole dose curve; as a rule, active = well fitted curve in the direction sought with a large enough effect; inconclusive = small, poorly fitted or top-dose-only effect, or another doubt; inactive = no such curve, though single readings can be large; an effect the other way counts as inactive or inconclusive. Potency is the fitted concentration of half-maximal effect.

compound | aGlu spleen mod | Epigenetic derep | GAA inh | NPSR antag | Tau fluor counter | aGal spleen mod | ALDH1A1 inh | GAA glycogen mod
O=C(Cc1c(F)cccc1Cl)N(Cc1ccccc1)c1ccccn1 | -5.1% | 0.9% | 4.4% | -26.7% | -10.4% | -7.7% | 5.6% | 2.5%
CCOC(=O)/C=C1/N(C)c2ccccc2C1(C)C | 1.3% | -0.4% | . | -2.4% | 15.2% | -3.4% | . | 7.8%
OCCNNC(=S)NC1CC2C=CC1C2 (stereo unspecified) | -5.9% | 6.4% | -0.7% | -18.0% | -3.2% | 2.9% | -14.9% | 1.8%
Cc1cc(C(=O)N/N=C/c2c(C)nn(-c3ccccc3)c2C)c(C)o1 | -1.0% | 0.0% | . | 18.9% | 2.6% | -17.7% | . | 0.0%
COc1ccc2c(c1)CCc1c(C(=O)N3CCOCC3)noc1-2 | 1.5% | -2.2% | -6.3% | -6.6%[46.1 µM] | -7.2% | 3.7% | -9.0% | -3.6%
COC(=O)CNC(=O)c1sc2ncn(CC(=O)Nc3ccc(C)c(Cl)c3)c(=O)c2c1C | 6.3% | 2.3% | 0.0% | -38.9% | -29.8% | 0.7% | 19.1% | -1.7%
CS(=O)(=O)c1ccc(N2CCN(C3CC(=O)NC3=O)CC2)cc1 (stereo unspecified) | -1.0% | -2.1% | -25.8% | -3.6%[46.1 µM] | 8.5% | 2.2% | -0.7% | -10.2%
CCCC(=O)Nc1sc2c(c1C#N)CCCC2 | 2.5% | -1.0% | -9.4% | -6.6%[46.1 µM] | -6.0% | 11.5% | ? | 0.1%
CCN1CCN(C(=O)NC(C(=O)NC2C(=O)N3C(C(=O)O)=C(CSc4nnnn4C)CSC23)c2ccc(O)cc2)C(=O)C1=O (stereo unspecified) | -4.5%&-1.4% | -1.6%&-0.3% | . | . | -10.0%&-16.1% | 4.1%&4.1% | -3.2%&6.3% | .
CC(C)C(=O)Nc1ccc(NC(=O)c2ccccc2Cl)nc1 | 6.7% | -1.0% | -9.3% | 7.3%[46.1 µM] | -11.7% | 7.8% | ? | 2.7%
CN1CCN(Cc2nc3ccccc3c(=O)n2Cc2nc(-c3ccc([N+](=O)[O-])cc3)cs2)CC1 | 2.8% | -0.9% | -1.0% | -17.3%[46.1 µM] | -17.7% | 6.4% | 12.6µM* | -2.8%
COC(=O)c1sccc1-c1ccc(/C=N/OC(=O)c2ccccc2)o1 | -7.4% | 7.9% | -2.3% | ? | -28.8% | -7.5% | ? | 1.8%
CCCCn1nnnc1SCC(=O)Nc1ccc(F)cc1 | 5.8% | 0.0% | ? | -5.9%[46.1 µM] | -1.4% | -4.3% | ? | 1.9%
COCCCNC1=C(Cl)C(=O)c2ccccc2C1=O | -8.8% | 2.4% | . | ? | -12.4% | 3.6% | . | 4.0%
O=C(Cc1ccc(Cl)cc1)NC(=S)Nc1ccccc1N1CCOCC1 | -19.9% | 0.0% | 0.6% | -44.0% | -27.3% | 11.1% | ? | -12.7%
CC(=O)c1nn(-c2cccc(Br)c2)cc1C(=O)c1ccc2ccccc2c1 | -6.4% | 2.6% | -21.7% | 0.5%[46.1 µM] | -2.0% | -6.2% | 2.1% | -5.0%
Cc1ccc(S(=O)(=O)NC2OC(=O)C(Cl)=C2Cl)cc1 (stereo unspecified) | -15.2% | -1.0% | 1.1% | -12.9%[46.1 µM] | -18.6% | 17.5% | -11.8% | 0.0%
CCCn1nc(C(=O)OCC(=O)Nc2cccc(S(N)(=O)=O)c2)c2ccccc2c1=O | -2.7% | -2.5% | 4.7% | 8.9% | -1.7% | -4.2% | 4.5% | -0.9%
CCCCn1c(SCC(=O)Nc2ccccc2C(F)(F)F)nc2ccsc2c1=O | -2.0% | 0.9% | -6.5% | ? | -13.8% | -0.3% | 28.2µM* | 7.5%
Cn1/c(=N/N=C/c2ccc(N3CCOCC3)cc2)sc2ccccc21 | 1.1% | 7.1% | -6.2% | 4.1% | 2.5% | -0.1% | ? | 4.3%
CCOC(=O)C1=C(C)NC(C)=C(C(=O)OCC)C1C(=O)OCC(=O)N(CC)C1CCS(=O)(=O)C1 (stereo unspecified) | -1.3% | 0.0% | 8.2% | 4.7% | 2.9% | -4.1% | -7.7% | -2.3%
CCCCn1c(SCC(=O)N(CC)C2CCS(=O)(=O)C2)nnc1C(CC)N(C)C (stereo unspecified) | -0.8% | 0.7% | -1.3% | 4.8%[46.1 µM] | 1.1% | 3.9% | -1.2% | -2.2%
CCOC(=O)C(C)Sc1nc(-c2ccccc2)nc2ccccc12 (stereo unspecified) | -1.3% | -1.4% | -10.2% | -56.3% | -25.1% | -3.4% | -8.9% | 1.8%
COCn1ccnc1C(O)(c1ccc(OC)cc1)c1ccc(OC)cc1 | 3.8% | 0.3% | 0.1% | 0.2% | 6.6% | 3.8% | 9.3% | -3.8%
O=C(NCc1nnc(SCC(=O)N2CCCc3ccccc32)o1)c1ccccc1F | -2.2% | 1.6% | -6.7% | -9.2% | -13.5% | -3.2% | 28.2µM* | 9.0%
COc1cc(C2c3c(oc4ccccc4c3=O)C(=O)N2Cc2ccncc2)ccc1O (stereo unspecified) | -3.0% | -0.8% | -1.2% | -18.9%[46.1 µM] | -8.5% | -0.1% | 25.1µM* | -7.3%
O=C(CNS(=O)(=O)c1ccc2ccccc2c1)OCC(=O)c1ccc(Br)s1 | -6.7% | -5.7% | -4.8% | ? | -12.3% | -0.8% | ? | -2.9%
COc1ccc(OC)c(C(=O)CSc2nc3ccccc3n2CC(=O)NC(C)(C)C)c1 | 5.9% | 4.1% | 5.2% | 8.6%[46.1 µM] | -3.7% | 6.2% | 20.3% | 7.7%
CCCc1cc(=O)[nH]c(SCC(=O)Nc2ccc(C)cc2)n1 | 3.3% | -0.3% | -3.5% | -2.1% | -7.4% | -6.0% | 11.9% | 8.9%
CC1(C)CC(=O)C(CCC(=O)c2ccccc2)C(C)(C)N1 (stereo unspecified) | 3.9% | -1.2% | -1.3% | 10.3%[46.1 µM] | 1.6% | -2.6% | 7.6% | 2.4%
Cc1nnc(SCCN2C(=O)c3ccccc3C2=O)[nH]c1=O | -9.7% | -1.9% | -12.8% | -7.2%[46.1 µM] | 0.0% | -3.7% | 0.2% | 7.4%
O=C(CCc1nc2ccccc2s1)c1ccccc1 | -11.8% | 0.0% | -0.2% | 5.7% | -2.2% | 1.4% | -3.9% | 14.0%
CCc1ccc(NS(=O)(=O)c2ccc(OC)c(C)c2)cc1 | -2.3% | 1.6% | -2.9% | ? | -19.0% | 9.1% | -10.6% | -11.1%
C=CCn1c(C)c(C(C)=O)c(N2CCOCC2)nc1=S | -3.8% | 0.0% | -5.3% | -3.3%[46.1 µM] | -3.2% | -2.6% | 13.4% | 3.4%
CCCN1C(=O)N(c2cccc(C)c2)C(C)(O)CC1(C)C (stereo unspecified) | 1.4% | -1.8% | -8.5%[15.4 µM] | 9.3% | -1.8% | 3.8% | 1.1% | -5.4%
COc1ccc(NC(=S)N2CCC(C(O)(c3ccccc3)c3ccccc3)CC2)cc1 | -4.0% | 0.0% | -2.5% | -42.1% | -16.0% | 6.6% | 3.2% | -8.1%
COc1ccc(/C(C)=N/Nc2nc3ccccc3n3cnnc23)cc1OC | 6.2% | -1.6% | . | 46.1% | -18.0% | 0.0% | . | -17.1%
COc1ccc(NC(=S)NNC(=O)c2cccnc2)cc1OC | -6.1% | -2.3% | -6.7% | 13.3% | -2.3% | 6.8% | ? | 3.95µM*
COc1ccc(C(=O)N/C(=C/c2cccnc2)C(=O)NCc2ccco2)cc1OC | 5.5% | 0.1% | . | 10.7% | -0.6% | 3.0% | . | -0.4%
CC(C)NC(C(=O)Nc1cc(Cl)cc(Cl)c1)c1ccccc1 (stereo unspecified) | 0.7% | -1.0% | -10.4% | -3.5%[46.1 µM] | -17.2% | 4.0% | 11.2µM* | 4.9%
COCCNC(=O)C(=O)NNC(=O)CCc1ccccc1 | -3.8% | -0.1% | 12.8% | -4.3% | -5.1% | -1.4% | 2.7% | 10.7%
COc1cccc(CN(CC(=O)NC2CCCC2)C(=O)Cn2nnc(-c3cccs3)n2)c1 | -12.7% | -3.2% | 5.0% | -14.1%[46.1 µM] | -12.0% | 0.5% | -11.6% | 0.8%
Cc1ccc(-n2ncc3c(N4CCN(c5ccc(F)cc5)CC4)ncnc32)c(C)c1 | 1.4% | -0.9% | -7.8% | -6.4%[46.1 µM] | -9.2% | 1.9% | 14.1% | 0.5%
O=C(Nc1cccc(C(=O)O)c1)/C(=C\c1ccc2c(c1)OCO2)NC(=O)c1ccc(Br)cc1 | -0.1% | -0.1% | -9.1% | 7.5% | -12.7% | 0.7% | -10.6% | 7.0%
CN1CCN(C2=C(Cl)C(=O)N(Cc3ccccc3)C2=O)CC1 | -15.5% | 0.7% | -1.0% | -4.5%[46.1 µM] | -0.8% | -5.3% | -5.1% | 7.2%
CCCCCOC(=O)Cn1c(N2CCCCCC2)nc2c1c(=O)[nH]c(=O)n2C | -20.1% | -3.9% | -1.8% | -23.7%[46.1 µM] | -3.5% | 20.1% | ? | -0.2%

Some of the entries above, set out differently:
Values run as follows: aGlu spleen mod	Epigenetic derep	GAA inh	NPSR antag	Tau fluor counter	aGal spleen mod	ALDH1A1 inh	GAA glycogen mod
> CN1CCN(C2=C(Cl)C(=O)N(Cc3ccccc3)C2=O)CC1
 : -15.5%	0.7%	-1.0%	-4.5%[46.1 µM]	-0.8%	-5.3%	-5.1%	7.2%
> COCCNC(=O)C(=O)NNC(=O)CCc1ccccc1
 : -3.8%	-0.1%	12.8%	-4.3%	-5.1%	-1.4%	2.7%	10.7%

A portion of the library, so the mix of outcomes need not match the whole.
